USP2a inh = inhibitors of human ubiquitin-specific protease USP2a; O75604; USP2 core, Ub-CHOP2 coupled fluorogenic reporter, 485/531; Potency, µM (titrated, usually from 38.3 µM), for the others: at the top dose activity change, negative = inhibition, most hits filed as inhibitors; 0.01% of 330,000 active;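 note: potency is the fitted concentration of half-maximal effect; plate controls were DMSO wells for no effect and full inhibition by NEM control for full effect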
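Deubiquitinase activity read as fluorescence (485/531 nm) after Ub-CHOP2 cleavage activates the enterokinase reporter on its substrate; USP2 core 10nM, Ub-CHOP2 and substrate 25nM each, 30min compound preincubation then 60min RT; data normalized to NEM, curves fitted.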
AT treatment = candidate therapy for ataxia-telangiectasia; […] A-T fibroblasts, KAP-1 phosphorylation AlphaLISA; neocarzinostatin DNA damage 30 min before lysis; Potency, µM (series often up to 57.5 µM), inactives show at the top dose activation, actives largely listed as activators; 0.19% of 320,000 active; AID 485349; note: potency is the fitted concentration of half-maximal effect; % of control where 0% means no effect; nearly all actives have a fitted effect of over 45% in size
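hTERT-immortalized A-T patient fibroblasts ([…]), 500 cells/well in OPTI-MEM, 1% FBS, got compounds for 60 min, then NCS for 30 min at 37C. Lysates were then assayed for phospho-KAP-1 by AlphaLISA (anti-pKAP1 donor, anti-KAP1 acceptor beads), 6 hr at 25C.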
TRPV1 ag = human TRPV1 agonism; Q8NER1; TRPV1-expressing cells, Fluo-8 calcium influx, agonist mode; activation, % at 8.33 µM; 0.19% of 320,000 active; AID 540275; in the data active = activation above about 80%; inconclusive = between about 30% and that limit; note: 0% is about no effect
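Cells expressing TRPV1 were dye-loaded with Fluo-8 and read kinetically: 10 s baseline, 3 min after compound (agonist portion), then 2 min after EC20 capsaicin (allosteric enhancer portion). Calcium-bound dye fluorescence at 480/520 nm.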
TCR activator = activates T cell receptor signaling. primary human leukocytes, anti-CD3, IL-2 HTRF, 48 h. Potency, µM (top dose mostly 9.22 µM), without a hit: at the highest dose activation of IL-2 secretion, hits mostly activators. 330,000 tested, under 10 active; note: % of control where 0% means no effect
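Readout: HTRF IL-2, Eu-cryptate/d2 antibody pair, 320nm excitation, 665nm emission. Stimulus: a-CD3 beads, no co-stimulation. Cells: primary human leukocytes. Exposure: 48 hr with compound.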
KCNH2 WT inh = KCNH2 (human, wildtype) channel inhibition. Q12809. U2OS, BacMam KCNH2, thallium flux FluxOr; hits give low values. activity change, % at 1.84 µM. 0.37% of 340,000 active. AID 720551;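 active = maximum activity change below -70%; inconclusive = maximum activity change between -70% and -50%; inactive = maximum activity change above -50%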; note: % is set by controls: 0 for no effect and ±100 for the full control effect
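U2OS cells were transduced with wild-type KCNH2 virus (2.03 x 10^8 / mL) for 4 h at room temperature, then cultured overnight at 37 C. Thallium flux was read with FluxOr dye. Rate constants were normalized to DMSO controls.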
ELG1 DNA repair = blocks ELG1-dependent DNA repair in HEK293T cells; HEK293T ELG1-luciferase reporter, luminescence, 16 h; DNA damage induced by 5-fluorouridine; Potency, µM (titrated, usually from 46.1 µM), without a hit: at the highest dose activity change, negative = inhibition, most hits filed as inhibitors; 2.3% of 330,000 active; AID 504467; note: potency is the fitted concentration of half-maximal effect; % is set by controls: 0 for no effect and ±100 for the full control effect; nearly all actives have a fitted effect of over 55% in size
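In this reporter screen, reduction of luminescence relative to DMSO vehicle indicated activity. Compounds and 5-fluorouridine were added together to 2,000 cells per well, incubated for 16 hr at 37 °C, then developed with ONE-Glo.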
Mito fusion act = inhibitors of mitochondrial division or activators of mitochondrial fusion. S. cerevisiae fusion-defective mutant growth rescue, CellTiterGlo 48 h. Potency, µM (doses to about 46.1 µM), for the others: at the highest dose growth rescue (activation), usual class: activators. 0.23% of 320,000 active. AID 485298;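 note: potency is the fitted concentration of half-maximal effect; % of control where 0% means no effect; nearly all actives have a fitted effect of over 45% in size; temperature-sensitive fusion mutants such as fzo1-1 at 37 °C on non-fermentable ethanol glycerol medium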
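Compounds are tested for their ability to restore growth of mitochondrial fusion-defective yeast strains at non-permissive 37C in YPEG medium over 48 hours. Viability is quantified by luciferase luminescence.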
Eya2 phos inh = blocks the phosphatase activity of human Eya2; Potency, µM (doses to about 76.9 µM), for inactives: at the top dose activity, negative = inhibition, hits mostly inhibitors; recombinant Eya2, OMFP fluorescence dephosphorylation (OMFP is methylfluorescein phosphate); 0.006% of 330,000 active; note: potency is the fitted concentration of half-maximal effect; % is set by controls: 0 for no effect and ±100 for the full control effect
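Eya2 protein (added as 0.2 uM solution) was preincubated with compound for 10 min at ambient temperature in 50 mM HEPES pH 7.5, 50 mM NaCl, 5 uM MgCl2, 0.05% BSA, 1 mM DTT. OMFP (added at 50 uM) then reacted 10 min; fluorescence read at 485/525 nm.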
TSHR antagonist = blocks TSH signaling through the human TSH receptor; P16473; TSHR-expressing cells, TSH-stimulated cAMP HTRF, 2 h; hits give low values; activity change, negative = inhibition, % at 11.5 µM; 0.2% of 330,000 active;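 active = activity change below a set negative limit, meaning inhibition stronger than a set level, cut at about -70% in these data; inconclusive = activity change between two set negative limits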; note: % is set by controls: 0 for no effect and ±100 for the full control effect
Target sequence (P16473 whole entry, looked up): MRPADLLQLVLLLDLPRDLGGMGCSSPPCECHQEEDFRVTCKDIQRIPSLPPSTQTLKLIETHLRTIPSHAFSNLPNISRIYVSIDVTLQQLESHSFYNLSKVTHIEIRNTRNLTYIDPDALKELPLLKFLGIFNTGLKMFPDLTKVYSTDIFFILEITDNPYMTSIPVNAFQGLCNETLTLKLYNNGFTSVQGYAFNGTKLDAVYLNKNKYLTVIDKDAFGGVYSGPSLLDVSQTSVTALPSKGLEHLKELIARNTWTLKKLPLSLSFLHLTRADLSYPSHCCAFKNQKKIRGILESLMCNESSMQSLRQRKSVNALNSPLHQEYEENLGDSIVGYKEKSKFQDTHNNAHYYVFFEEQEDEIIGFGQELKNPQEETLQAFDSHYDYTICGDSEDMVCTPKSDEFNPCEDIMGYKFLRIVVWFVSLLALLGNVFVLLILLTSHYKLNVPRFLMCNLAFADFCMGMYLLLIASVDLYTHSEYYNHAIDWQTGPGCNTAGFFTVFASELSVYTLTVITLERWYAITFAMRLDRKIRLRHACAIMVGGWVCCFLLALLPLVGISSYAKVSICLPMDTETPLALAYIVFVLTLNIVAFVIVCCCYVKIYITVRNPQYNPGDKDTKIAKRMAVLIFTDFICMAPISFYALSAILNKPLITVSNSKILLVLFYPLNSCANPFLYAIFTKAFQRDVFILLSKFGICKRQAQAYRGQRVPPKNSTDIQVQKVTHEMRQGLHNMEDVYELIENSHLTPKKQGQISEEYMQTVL
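Inhibition of cAMP made by TSHR-expressing cells under TSH stimulation (4nM final, EC80; 2 h, 37 deg C) is quantified with a one-step lysis HTRF kit, anti-cAMP cryptate versus cAMP-d2.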
KCNH2 3.1 block = inhibitors of human KCNH2 3.1 potassium channel isoform | activity change, % (tested at about 1.8 µM) | 0.95% of 340,000 active | AID 720553 | U2OS KCNH2 3.1, thallium flux FluxOr; hits give low values;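 active = maximum activity change below -70%; inconclusive = maximum activity change from -70% to -50%; inactive = maximum activity change above -50%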;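 note: thallium influx rate constant from kinetic fluorescence after stimulation buffer; % is set by controls: 0 for no effect and ±100 for the full control effect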
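Virally transduced U2OS (3.1 isoform, 4 h infection in dark at RT) → overnight 37 C → FluxOr + Red40 in HBSS/HEPES, 45 min → stimulation buffer, 2 min kinetic read → rate constant vs DMSO controls.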
Starred values were filed as active, the others as inactive; ? = inconclusive; . = no result given; [ ] = remark or other dose. Unless noted, calls come from the whole dose curve; as a rule, active = well fitted curve in the direction sought with a large enough effect; inconclusive = small, poorly fitted or top-dose-only effect, or another doubt; inactive = no such curve, though single readings can be large; an effect the other way counts as inactive or inconclusive. This is a subset; count on the stated rates, not on these rows.

The line under a structure holds: TRPV1 ag	KCNH2 3.1 block	TSHR antagonist	KCNH2 WT inh	ELG1 DNA repair	Mito fusion act	Eya2 phos inh	AT treatment	USP2a inh	TCR activator
CC(Sc1nnc(-c2cccs2)n1C1CC1)C(=O)NCC1CCCO1 (stereo not drawn)
→ 6.1	-3.8	-7.7	1.2	9.8%	-2.4%	-7.4%	-1.4%	1.1%	0.3%
O=C1NC2c3ccccc3CC2O1 (stereo not drawn)
→ -1.7	0.7	-4.0	1.6	7.6%	2.7%	9.5%	-1.9%	3.2%	6.1%
COc1cccc(C2c3c(oc4ccc(Cl)cc4c3=O)C(=O)N2c2cc(C)on2)c1OC (stereo not drawn)
→ 5.2	-6.3	16.4	-1.2	?	6.1%	-7.4%	2.6%	-1.4%	.
COc1ccc(N(Cc2ccccc2)C(=O)CSc2nnc(Cn3nnc4ccccc43)o2)cc1
→ -1.1	-6.0	-5.1	9.5	18.4µM*	5.7%	-17.2%	2.8%	-0.7%	-5.2%
Cc1ccc(CN2C(=O)CCC2C(=O)N2CCN(c3ccc(F)cc3)CC2)cc1 (stereo not drawn)
→ 4.1	15.1	7.3	-1.1	-5.8%	0.7%	-14.2%	2.5%	-0.5%	-5.6%
COc1ccc(NC(=O)Cc2c[nH]c3ccccc23)cc1S(=O)(=O)N1CCCCC1
→ 3.8	-9.9	-74.8*	15.2	-9.2%	-1.8%	-11.6%	6.0%	-1.8%	-2.3%[46.1 µM]
O=C(OC1Cn2c(=O)ccc(=O)n2C1)c1ccccc1
→ 5.3	-2.5	-13.0	-1.7	-3.8%	21.5%	-4.2%	.	1.4%	-2.7%[46.1 µM]
COC(=O)c1ccc(C2=NOC(C)(c3nnc(Cc4ccccc4)o3)C2)cc1 (stereo not drawn)
→ 5.2	10.7	-2.5	-1.1	?	12.6%	0.0%	-3.7%	-3.7%	-3.3%
O=C(CN1C(=O)C2(OCCO2)c2ccccc21)c1ccc(Cl)cc1
→ 8.8	6.7	3.3	-16.7	-2.7%	1.4%	-16.3%	4.4%	-1.3%	-5.3%[46.1 µM]
CCN1CCN(c2cc(C)c3cc(NC(=O)c4ccc(OC)c(OC)c4)ccc3n2)CC1
→ -0.5	-9.1	5.4	0.1	?	1.1%	2.4%	-3.1%	4.2%	2.1%
O=C1/C(=C/c2ccccc2Cl)SC(=S)N1CCCC(=O)N(CCO)c1ccccc1
→ -0.2	7.7	-20.3	6.6	-4.3%	-15.7%	-16.5%	-2.8%	2.6%	-4.7%
COc1ccc(NC(=O)C(c2ccc(OC)cc2)N(Cc2ccco2)C(=O)CC2NC(=O)NC2=O)cc1 (stereo not drawn)
→ -1.0	-12.7	2.5	0.1	-2.3%	-1.3%	3.4%	-2.2%	-5.1%	0.1%
O=C(Nc1ccc(N2CCN(C(=O)c3ccco3)CC2)cc1)c1ccc([N+](=O)[O-])cc1Cl
→ 3.9	2.6	8.9	22.9	4.61µM*	-5.2%	6.9%	2.8%	-1.5%	2.7%
Cn1cnnc1SCC(=O)Nc1sc2c(c1C#N)CCCCC2
→ -0.4	4.3	1.2	0.5	?	-0.5%	-1.9%	10.3%	-3.3%	4.3%[46.1 µM]
Cn1cccc1/C=N/NC(=O)c1ccco1
→ 4.6	-2.7	-5.4	0.8	?	3.2%	0.3%	1.3%	-1.6%	-2.7%
Cc1nc2ccccc2nc1N1CCOCC1
→ -0.1	-12.2	1.9	1.2	?	-1.8%	2.5%	-0.2%	-1.5%	-2.7%
O=C(CSc1nc(Cc2ccccc2)nc2ccccc12)Nc1ccc2c(c1)OCCO2
→ 1.8	1.6	-1.2	5.7	?	-1.1%	-7.6%	-8.4%	-0.8%	-1.3%
Cc1cccnc1-n1c(CCN2C(=O)c3ccccc3C2=O)nc2ccccc2c1=O
→ -0.7	14.6	48.0	-1.1	0.7%	1.5%	-8.1%	8.1%	-2.0%	4.4%
COc1ccc2[nH]c(=O)c(CN(CCN3CCCC3)C(=O)Nc3ccccc3Cl)cc2c1
→ 0.2	-6.6	-5.7	29.9	?	-1.0%	-1.2%	13.0%	1.4%	5.1%
O=C(NCc1ccc(Cl)cc1)N1CCc2ccccc2C1
→ 2.9	20.4	43.9	26.5	-19.2%	-19.4%	?	18.1%	-4.0%	2.6%
COCCN(Cc1ccccc1)C(=O)c1ccc2c(c1)NC(=O)CS2
→ 3.4	1.0	-21.8	-0.5	23.2%	-2.2%	-17.5%	-2.9%	0.5%	-7.1%
O=C(Cc1c[nH]c2ccccc12)N/N=C/c1ccc(F)cc1
→ 4.7	-4.7	-3.5	6.9	8.1%	0.2%	1.1%	-2.3%	2.9%	-5.7%[46.1 µM]
CCOC(=O)N1CCN(C(=O)c2cn(CCOC)c(=O)c3c2c2ccccc2n3C)CC1
→ 0.9	-12.3	-4.5	5.3	?	-0.3%	-9.7%	-0.4%	4.5%	.
CC(=O)N1CCN(CC(=O)O)CC1
→ 0.6	.	6.1	.	6.2%	-6.6%	2.9%	-1.1%	3.6%	.
O=C(CSc1nnc(CNC(=O)c2c(F)cccc2F)o1)NCc1ccccc1Cl
→ -4.0	-7.9	19.3	-4.4	-26.4%	-1.6%	-8.6%	-7.2%	0.7%	-5.3%
CC1(C)CC(=O)C(=Cc2cn(CCC#N)nc2-c2ccc(F)cc2)C(=O)C1
→ 0.5	-7.4	-6.9	-10.8	1.8%	-5.8%	2.8%	7.8%	1.0%	8.2%[46.1 µM]
Cc1cccc(/C=C\c2nc3ccccc3c(=O)[nH]2)c1
→ 2.8	8.9	1.6	4.4	?	7.2%	7.4%	9.5%	2.1%	-0.8%[46.1 µM]
CN(C)c1cccc(C(=O)NCc2ccc(Cl)cc2)c1
→ 18.7	-36.3	-9.2	-5.4	?	2.5%	-6.8%	-2.4%	0.4%	-2.6%
CCOC(=O)N1CCN(C(=O)C2CCCN(Cc3nc(-c4ccc(Cl)cc4)oc3C)C2)CC1 (stereo not drawn)
→ 3.7	-4.8	-8.5	19.9	4.61µM*	-0.4%	-1.1%	1.5%	0.2%	10.4%
CCOn1c(=O)c(-c2cccc(Br)c2)[n+]([O-])c2ccccc21
→ 4.7	-3.4	0.6	11.2	-4.6%	3.3%	4.2%	-11.1%	-0.4%	3.1%
O=C(NCc1ccco1)C1CCCN1C(=O)Nc1ccc(Br)cc1 (stereo not drawn)
→ 2.1	5.6	-9.0	3.8	-3.2%	-5.7%	4.4%	8.1%	-3.7%	3.1%
Cc1cc2cc(CNC(=S)NC3CCCCC3)ccc2[nH]1
→ 6.2	2.4	-11.6	.	?	-7.7%	-1.5%	-5.3%	-5.2%	8.4%
O=C(CN1CCN(Cc2ccccc2)CC1)Nc1ccc(S(=O)(=O)N2CCOCC2)cc1
→ -0.9	-21.4	2.0	0.4	-3.2%	-7.2%	3.7%	-3.5%	2.0%	-5.7%[46.1 µM]
O=C(Nc1ccc(N2CCOCC2)c([N+](=O)[O-])c1)c1ccco1
→ 10.5	13.2	-1.8	12.3	?	-3.0%	2.7%	-4.8%	0.5%	.
Cc1cc2c(=O)n(NC(N)=O)c(C)nc2s1
→ -2.8	11.3	-8.4	9.8	2.6%	-1.9%	20.1%	-2.1%	-1.8%	5.1%
CCCN(C(=O)COC(=O)c1[nH]c(C)c(C(=O)OC)c1C)c1c(N)n(Cc2ccccc2)c(=O)[nH]c1=O
→ 0.3	-4.5	1.0	-1.7	?	-0.3%	?	-2.2%	0.1%	5.1%
C#CC[N+]1(CC#Cc2cccc3ccccc23)CCOCC1
→ 0.1	-4.0	-1.7	-6.6	-5.4%	-1.4%	7.5%	1.6%	-0.8%	3.8%
COC(=O)[C@H](CCSC)NC(=O)Cn1cnc(C(=O)Nc2ccc(C)c(C)c2)n1
→ .	12.0	-8.7	-1.3	?	.	6.0%	5.8%	4.0%	-2.3%[46.1 µM]
O=C(O)CSCC(=O)N1CCN(S(=O)(=O)c2cc(Cl)cc(Cl)c2)CC1
→ -0.6	5.1	2.1	-2.9	-11.7%	-3.3%	-8.6%	4.5%	-0.3%	4.1%
CCc1nnc(NC(=O)CCCSc2nc3ccccc3[nH]2)s1
→ -1.2	-1.7	-4.4	2.6	-16.9%	7.0%	5.6%	3.6%	0.1%	1.2%
CCC(=O)n1nc(NCc2ccc(OC)c(OC)c2)nc1NCc1ccc(OC)c(OC)c1
→ -0.2	0.8	-2.2	-9.5	10.3µM*	0.6%	-26.2%	-5.6%	1.3%	-9.0%
Fc1ccc(-c2nnn(Cc3ccccc3Cl)n2)cc1
→ 11.8	-2.7	-10.5	3.3	?	-45.8%[inhibitor]	-6.3%	2.9%	1.8%	-0.5%

Screening results deposited in PubChem by National Center for Advancing Translational Sciences (NCATS).
